# Screening data deposited in PubChem by University of Kansas High Throughput Screening Laboratory.
# mHTT-CaM PPI inh: mutant huntingtin-calmodulin interaction inhibitors – biochemical, AlphaScreen, primary screen; AlphaScreen His-mHTT/GST-CaM binding, luminescence; 190,000 compounds, 3.6% hits; AID 1671202, 2021; P42858; inhibition, % at 15 µM;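 further: 0% = both proteins with DMSO and 100% = one protein alone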
# Pf apPOL block: Pf-apPOL inhibitors, biochemical, fluorescence. 210,000 compounds, 0.25% hits. Recombinant Pf-apPOL, molecular beacon fluorescence, 1.5 h. inhibition, % at 10 µM. Plasmodium falciparum apicoplast DNA polymerase (apPOL)
# Starred values were filed as active, the others as inactive; / = no result given; & = joins results of further samples. No stated cut-off is given here; in the data, active means inhibition above about 50%; inactive means the rest.
molecule	mHTT-CaM PPI inh	Pf apPOL block
Cc1cc2nn(-c3ccccc3)nc2cc1NC(=O)CC(C)C	1	-4
O=C(O)C1CCCCC1C(=O)Nc1nc(-c2ccc([N+](=O)[O-])cc2)cs1 (centres undefined)	3	7
CCn1cnc2ccc(-c3noc(COc4ccccc4C)n3)cc21	6	-5
Cc1cc(C)cc(S(=O)(=O)N2CCC(n3cnc4ccccc4c3=O)CC2)c1	-7	-1
COc1ccc(CNC(=O)c2sc3nc(-c4ccccc4)cn3c2C)cc1	1	-3
CCCOc1ccc(N2C(=O)CC(N3CCC(C(N)=O)(N4CCCCC4)CC3)C2=O)cc1 (centres undefined)	0	-4
CCN(CC)c1ccc(C2N(C(=O)c3ccccc3)CCN2S(=O)(=O)c2ccccc2)cc1 (centres undefined)	37	2
OC(CNCCNc1nccc(C(F)(F)F)n1)c1ccccc1 (centres undefined)	/	0
O=C(O)C1c2ccccc2C(=O)N(Cc2ccc3c(c2)OCO3)C1c1cccnc1 (centres undefined)	/	-1
Cc1cc(NC(=O)CCN2C(=O)C3C4C=CC(C4)C3C2=O)cc(C)c1Br (centres undefined)	10	-12
O=C1NC(=Nc2ccccc2)SC1Cc1cccc([N+](=O)[O-])c1 (centres undefined)	0	-1
COc1ncccc1CNC(=O)Cc1ccsc1	-3	-6
CC(C)N1CCn2cc(S(=O)(=O)Nc3ccc(Cl)cc3)cc2C1=O	5	-4
Cn1cnc(S(=O)(=O)N2CCC(c3nc(C4CC4)no3)C2)c1 (centres undefined)	-3	-7
Cc1nn(C2CCS(=O)(=O)C2)c(C)c1CC(=O)Nc1ccc(-n2cnnn2)cc1 (centres undefined)	-14	-4
COc1ccccc1NC(=O)C(C)SCc1ccccc1 (centres undefined)	-28	0
COc1ccc(OCC(=O)Nc2cc(OC)ccc2OC)cc1	-2	-3
O=C(c1cccc(Br)c1)N1CCN(c2ccc(Cl)cc2[N+](=O)[O-])CC1	47	1
CCC1=Nc2cc(C(=O)NCCOC)ccc2Sc2ccc(C)cc21	24	-22
Cc1ccc(N2CCC(NC(=O)Cc3ccccc3C)C2=O)cc1C (centres undefined)	-5	-3
CC(=Nc1ccncc1)C1=C(O)CC(C)(C)CC1=O	-5	1
CCNC(=O)C1CCCN(c2cc(=O)n(C)c(=O)n2C)C1 (centres undefined)	-1	-3
Fc1ccc(CN2CCc3nc(N4CCN(c5ccccc5F)CC4)ncc3C2)c(F)c1	6	4
Cc1ccc(CNC(=O)c2ccc(Cn3nnc4ccsc4c3=O)cc2)cc1	4	1
CC(C)CCNC(=O)C1(O)c2cc(Br)ccc2NC(=O)N1c1ccccc1 (centres undefined)	7	-7

# An excerpt of these results, with each value named:
smiles: Cc1ccc(N2CCC(NC(=O)Cc3ccccc3C)C2=O)cc1C (centres undefined)
  mHTT-CaM PPI inh: -5 | Pf apPOL block: -3

smiles: Cc1cc(C)cc(S(=O)(=O)N2CCC(n3cnc4ccccc4c3=O)CC2)c1
  mHTT-CaM PPI inh: -7 | Pf apPOL block: -1

smiles: CCC1=Nc2cc(C(=O)NCCOC)ccc2Sc2ccc(C)cc21
  mHTT-CaM PPI inh: 24 | Pf apPOL block: -22

smiles: Cn1cnc(S(=O)(=O)N2CCC(c3nc(C4CC4)no3)C2)c1 (centres undefined)
  mHTT-CaM PPI inh: -3 | Pf apPOL block: -7

# Carrying on:
molecule	mHTT-CaM PPI inh	Pf apPOL block
COc1ccccc1C1C(C#N)=C(N)N(c2ncn[nH]2)C2=C1C(=O)CC(C)(C)C2 (centres undefined)	-2	-6
Nc1cccc(-c2nnc(-c3ccccc3)o2)c1	1	-1
COc1ccccc1OCc1nc(C#N)c(NCc2ccc(F)cc2)o1	18	-7
CCN(CC)c1ncc2c(n1)CCC(C(=O)Nc1ccc(Cl)cc1C)C2 (centres undefined)	-9	-3
CCSc1nnc(NC(=O)CSc2ncccn2)s1	-1	5
C[C@H]1[C@@H](c2ccccc2)Oc2c(Cl)cccc2S(=O)(=O)N1Cc1ccc(F)cc1F	-7	-6
O=C(c1c(F)cccc1F)n1nnc2ccccc21	36	-4
Cc1ccc(-c2cc(C(=O)N3CCN(c4ccccn4)CC3)c(C)[nH]2)cc1C	98*	-8
Cc1ccc(NC(=O)CSc2nnc(NC(=O)Nc3cccs3)s2)cc1Cl	10	8
Cc1cc(NS(=O)(=O)c2ccc3c(c2)CCO3)no1	/	-2
CSc1ccc(N2CC(c3nnc(NC(=O)c4ccc(F)cc4)o3)CC2=O)cc1 (centres undefined)	19	1
Nc1ccc2nc(-c3ccc(Oc4ccc(-c5nc6ccc(N)cc6[nH]5)cc4)cc3)[nH]c2c1	65*	0
CC(=O)c1cccc(N=c2oc3c(C)ncc(CO)c3cc2C(=O)Nc2ccccc2F)c1	2	-5
Cc1nn(CC(=O)Nc2cnn(C(C)C)c2)c(C)c1Cl	-2	/
CCN1CCN(C2CCN(Cc3ccccc3)CC2)CC1	-17	-2
Cc1cc(=O)[nH]c(SCC(=O)Nc2ccc(S(N)(=O)=O)cc2)n1	-1	-4
CCN(CC)c1cc(C)c2cc(NC(=O)c3ccncc3)ccc2n1	20	-2
O=C1CCCC2=C1C(c1cccc(Cl)c1)Nc1ccc3ncccc3c12 (centres undefined)	3	-5
CCC(Br)C(=O)Nc1ccccc1C (centres undefined)	-5	-3
CCCCOc1ccccc1/C=c1\sc2nc(=O)c(Cc3ccccc3)nn2c1=O	2	-2
O=C1C(=O)N(CN2CCOCC2)c2ccc(Br)cc21	5	1&0&2
CC(NC(=O)c1ccc(-c2cccnc2)nc1)c1ccc(F)cc1 (centres undefined)	-4	0
CSc1ccccc1NC(=O)CC1Sc2ccc(C(F)(F)F)cc2NC1=O (centres undefined)	2	0
O=C1CSC(=Nc2ccc(Br)cc2)N1	1	1
CCCN1C(=O)Cc2cc(C(=O)N3CCCC(C)C3)ccc21 (centres undefined)	0	-2
COc1cccc2c1oc(=O)c1c(N)nc3c(c12)CC(C)CC3 (centres undefined)	-1	-7
Cc1cccc(-c2cc(C(=O)NCc3cn(C)nc3C)c3ccccc3n2)c1	10	0
CC1C(=O)C(C)(C)C(=O)OC1c1ccc([N+](=O)[O-])cc1 (centres undefined)	-5	-1
CSc1cccc(NC(=O)C2CCN(c3nccc(C)n3)CC2)c1	-5	8
O=C(Nc1ccc(-c2nc3ncccc3o2)cc1)c1ccc([N+](=O)[O-])cc1	-5	-4
O=C(Nc1nnc(CSCc2ccccc2F)s1)c1ccc([N+](=O)[O-])cc1	6	-20
COc1ccc(OC)c(C2c3c(oc4cc(OC)ccc4c3=O)C(=O)N2CCN(C)C)c1 (centres undefined)	1	-6
Cc1ccc(C(=O)Nc2cnc(N3CCCCC3)nc2)s1	-2	-2
COc1ccc(C2CCCN2C(=O)c2cc(C(F)(F)F)n(C)n2)cc1 (centres undefined)	-6	-8
Cc1ccc(NC(=O)N2CCc3c(c(-c4nc(-c5ccccc5)no4)nn3C)C2)c(C)c1	15	-4
CCc1nc2c(NC(=O)C3CCCC3)cccn2n1	-5	-4
CC(C(=O)Nc1ccc(F)cc1)n1nnc2ccccc2c1=O (centres undefined)	-7	1
OC(C#CCN1CCCCC1)c1ccccc1 (centres undefined)	0	-3
Cc1ccccc1OCC(=O)NCCCn1cccc1	4	-10
O=C(C1CCCC1)N1CCCN(C2CCN(Cc3ccccc3)C2=O)CC1 (centres undefined)	18	7
Cc1ccc(C(=O)Nc2ccc(N3CCN(C(=O)c4ccccc4)CC3)c(Cl)c2)cc1Cl	7	-4
COc1ccc(C=CC(=O)N2CCC3(CC2)CC(=O)c2ccccc2O3)cc1OC	35	-2
CN(C)CCNC(=O)CN1N=C(c2ccc(Cl)cc2)CCC1=O	-6	-12
CC(C)(C)OC(=O)NCCc1ccccc1/C=C/S(=O)(=O)NCCc1ccccc1	4	-4
Nc1c(Cl)cc(-c2nc3ccccc3o2)cc1Cl	-7	-3
c1ccc(CNc2ccc3cn[nH]c3c2)cc1	82*	0
COc1cc(OC)cc(C(=O)Nc2ccc(OCC(N)=O)cc2)c1	0	0
CCN(CC)S(=O)(=O)c1ccc(-c2csc(C)n2)s1	/	-8
N=c1c2c3c(sc2ncn1CCO)CCCCC3	0	-9
COc1cc(Cl)c(NC(=O)C2CCCN(C(=O)c3cc(C)cc(C)c3)C2)c(OC)c1 (centres undefined)	2	-3

# The results go on:
molecule	mHTT-CaM PPI inh	Pf apPOL block
CC(=O)Nc1ccc(SC[C@H](CC(C)C)N2CCN(CCc3ccccc3)CCC2=O)cc1	50	-4
CCN(CC)C(=O)CC[C@H]1CC[C@]2(CCCN(Cc3ccncc3)C2)O1	-2	-4
Cc1ccc(C(=O)N2CCCC(COc3ccc(C(=O)N4CCCC4)cc3)C2)cc1 (centres undefined)	13	7
O=[N+]([O-])c1ccc(CN2CCN(Cc3cc(Br)ccc3O)CC2)cc1	44	-4
COc1cc(OC)cc(C(=O)N2CCC3(CC2)NC(=O)c2ccc(F)cc2N3C)c1	0	2
CCOC(=O)c1ccccc1OC1OC(COC(C)=O)C(OC(C)=O)C(OC(C)=O)C1NC(C)=O (centres undefined)	2	-1
CCOc1cccc(CN2CCCCC2)c1O	0	2
O=C(NC(Nc1ccccc1)C(Cl)(Cl)Cl)c1ccccc1Cl (centres undefined)	-8	-494
Cc1ccc(Cn2nc(C)c(NC(=O)CCCn3nc([N+](=O)[O-])c(Cl)c3C)c2C)cc1	26	-10
O=C(Cc1ccc([N+](=O)[O-])cc1)NCCC1=CCCCC1	17	1
Cc1cc(C)cc(C(=O)N2CCCC(C(=O)NCc3ccco3)C2)c1 (centres undefined)	3	1
COc1ccc(-n2nnnc2CNS(=O)(=O)N(C)C)cc1	-13	-5
O=[N+]([O-])c1ccc(N2CCOCC2)cc1N1CCc2ccccc2C1	18	-5
Cc1ccc(C(=O)Nc2ccccc2C2(C)CC2)cc1	-18	-3
O=C(COc1ccc(Cl)cc1)Nc1c2c(nn1-c1ccc(Cl)cc1)CS(=O)(=O)C2	-1	-9
COc1ccc(C)cc1NC(=O)N1CCc2c(nc3cc[nH]n3c2=O)C1	5	-1
COC(=O)C1=CN(C2CCCCC2)c2ccccc2S1(=O)=O	-3	-2
Cc1ccc(C(=O)Nc2c(C)nc3sc(C)cn3c2=O)cc1	0	0
O=C(CC1(C(F)(F)C(F)F)NCCN1)c1cccs1	2	/
CN1C(=O)Cc2ccccc2C1C(=O)NCc1ccco1 (centres undefined)	-4	-2
O=C1NCCOc2ccc(NC(=O)c3ccccc3C(F)(F)F)cc21	-8	2
CC1CCN(c2ncc3c(n2)CCC(C(=O)NC(C)c2cccnc2)C3)CC1 (centres undefined)	13	0
CCc1noc(-c2cccnc2N2CCCN(C(=O)c3ccc(C(C)(C)C)cc3)CC2)n1	-9	8
Cc1cc(C(=O)N2CC3CC2CC3NC(=O)c2cccs2)nn1C (centres undefined)	3	2
COc1ccc(-c2nc3cccnc3n2C2CCN(C(=O)c3ccc(Cl)s3)C2)cc1 (centres undefined)	70*	-3

# In another format: four of the compounds above.
Cc1ccc(Cn2nc(C)c(NC(=O)CCCn3nc([N+](=O)[O-])c(Cl)c3C)c2C)cc1
  mHTT-CaM PPI inh: 26	Pf apPOL block: -10
CN1C(=O)Cc2ccccc2C1C(=O)NCc1ccco1 (centres undefined)
  mHTT-CaM PPI inh: -4	Pf apPOL block: -2
CC1CCN(c2ncc3c(n2)CCC(C(=O)NC(C)c2cccnc2)C3)CC1 (centres undefined)
  mHTT-CaM PPI inh: 13	Pf apPOL block: 0
O=C(CC1(C(F)(F)C(F)F)NCCN1)c1cccs1
  mHTT-CaM PPI inh: 2	Pf apPOL block: /

# Next part
molecule	mHTT-CaM PPI inh	Pf apPOL block
Cc1ccc(C)c(C(=O)Nc2cc(-c3cccnc3)no2)c1	7	-7
COc1ccccc1NC(=O)c1ccc(N(Cc2ccccc2)S(C)(=O)=O)cc1	6	-2
Cc1cccc(C2CC(c3ccccc3Cl)Nc3ncnn32)c1 (centres undefined)	-7	0
CCOc1ccc(C(=O)Nc2c3c(nn2-c2cccc(Cl)c2)CS(=O)(=O)C3)cc1	15	-2
CCCNC(=O)c1nc(N2CCCCC2)c2c(C)cc(C)nc2n1	3	0
CN(C)C(=O)c1cc2c(s1)CCC(C(=O)NCc1ccccc1C(F)(F)F)C2 (centres undefined)	3	-4
Cc1cccc(NC(=O)N2CCn3cccc3C2C(C)C)c1 (centres undefined)	4	-10
Cc1c(-c2cccs2)nc2ccc(Br)cc2c1C(=O)O	1	-8
Cc1ccsc1C(=O)N1CCC(c2noc(N)c2C)CC1	6	-2
O=C(Cc1cccc(F)c1)N1CCC(CCOCc2cccc(F)c2)CC1	-21	-3
Cc1noc(-c2cccnc2SCC(=O)Nc2cccc(Br)c2)n1	-8	-2
Cc1cccc(NC(=O)c2ccc(F)cc2)c1C	-10	-1
CC(C)CCNC(=O)CCS(=O)(=O)Cc1cccc(Cl)c1	-12	-16
COc1ccc(SCCc2ccncc2)cc1	-8	-10
CC1=C(C(=O)Nc2cccnc2)C(c2ccc(F)cc2)n2nc(SCc3ccccc3)nc2N1 (centres undefined)	1	-5
Cc1nnc2ccc(-c3noc(Cc4ccc(F)cc4)n3)cn12	-5	-2
CC(C)CNC(=O)c1ccc(NC(=O)Cc2ccc(Cl)cc2)cc1	-3	-1
CNC(=O)C1CN(C(=O)c2ccccc2)CC12CCCCC2 (centres undefined)	-9	-2
Cc1cccc(Cn2c(C)c(C)c(C)c2C(=O)NCc2ccc3c(c2)OCO3)c1	1	-3
COc1ccc(-n2nc(C)c3sc(N4CCCN(C(=O)c5cccnc5)CC4)nc32)cc1	7	6
